Source: PubChem BioAssay
TNF necrop inh = inhibitors of TNF-alpha induced necroptosis in Jurkat FADD-/- cells; Jurkat FADD-/- TNF necroptosis rescue, ATP luminescence, 24 h; 0 = TNF only, 100 = no-TNF cells; activation (protection from cell death), % at 10 µM; 220,000 compounds, 0.068% hits;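 active means activation, meaning protection from cell death, of at least 50% relative to plate controls; inactive means activation below 50%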;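 further: necroptosis triggered by 40 ng/mL TNF-alpha added together with compound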
PPC-1+TRAIL kill = kills PPC-1 cancer cells in the presence of TRAIL; 220,000 compounds, 0.41% hits; PPC-1 cells + TRAIL, ATPLite viability luminescence; cell killing (% activity), % at 4 µM; AID 1443;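 active means cell killing above 50% in the first pass at 4 µM, then a duplicate retest at 5 µM averaging 50% or more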;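 further: plate controls were cells with TRAIL plus DMSO for no effect and medium-only wells lacking cells for full effect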
FXIIa inh 1536 = inhibitors of human coagulation factor XIIa | P00748 | purified FXIIa, Boc-QGR-AMC fluorogenic substrate, 2 h | inhibition, % at 5 µM | 220,000 compounds, 0.3% hits; in the data active means inhibition above about 40%;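 further: 0% = enzyme with no compound and 100% = blank without enzyme; many of its hits are not listed in these tables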
Target sequence (P00748 20-372 limits assumed): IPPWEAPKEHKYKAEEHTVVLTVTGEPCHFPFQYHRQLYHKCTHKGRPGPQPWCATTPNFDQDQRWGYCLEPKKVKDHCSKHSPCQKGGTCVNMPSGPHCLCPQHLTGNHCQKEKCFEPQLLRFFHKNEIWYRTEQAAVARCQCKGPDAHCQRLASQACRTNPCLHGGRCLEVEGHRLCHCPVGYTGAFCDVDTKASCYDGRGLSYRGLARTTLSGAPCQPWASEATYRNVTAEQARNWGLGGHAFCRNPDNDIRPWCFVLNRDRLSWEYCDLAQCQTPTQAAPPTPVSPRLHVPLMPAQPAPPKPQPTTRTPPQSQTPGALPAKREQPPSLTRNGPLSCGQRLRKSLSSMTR
Target sequence (P00748 373-615 limits assumed): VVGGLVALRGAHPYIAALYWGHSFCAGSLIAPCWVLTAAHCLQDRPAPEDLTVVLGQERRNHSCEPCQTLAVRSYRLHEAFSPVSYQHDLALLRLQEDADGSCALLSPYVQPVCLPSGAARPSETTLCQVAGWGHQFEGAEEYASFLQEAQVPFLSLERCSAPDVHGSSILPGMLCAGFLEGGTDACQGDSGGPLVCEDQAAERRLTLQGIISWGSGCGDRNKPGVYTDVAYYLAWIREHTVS
Tb hexokinase = T. brucei hexokinase 1 inhibition | recombinant TbHK1, G6PDH-coupled NADH A340 | 220,000 compounds, 0.11% hits | AID 1430 | inhibition, % at 10 µM;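 active means inhibition of 50% or more in the single-dose primary screen; inactive means inhibition below 50%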
Wee1 degr inh = inhibitors of human Wee1 degradation | HeLa Luc-Wee1K328M stability, luciferase luminescence; 100% = proteasome inhibitor MG132 effect | reporter increase, % at 5 µM | 220,000 compounds, 1.2% hits;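 active means activation above the mean of all tested compounds plus 3 SD, set per screening run, cut at about 8.8% in these data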;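 further: cells exposed to compound for 20 h before luminescence read; 0% = DMSO alone and 100% = MG132 at 30 µM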
EP2 antag = inhibitors of human EP2 prostaglandin E2 receptor; C6 glioma cells expressing human EP2, cAMP TR-FRET; cells stimulated with saturating PGE2; inhibition, % at 25 µM; P43116; AID 1422; 260,000 compounds, 0.52% hits;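 active means percent inhibition above 40 after rounding to a whole number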;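 further: rat C6 glioma host cells with rolipram phosphodiesterase inhibitor present; the protocol text gives 20 µM as final concentration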
Target sequence (P43116 whole entry, looked up): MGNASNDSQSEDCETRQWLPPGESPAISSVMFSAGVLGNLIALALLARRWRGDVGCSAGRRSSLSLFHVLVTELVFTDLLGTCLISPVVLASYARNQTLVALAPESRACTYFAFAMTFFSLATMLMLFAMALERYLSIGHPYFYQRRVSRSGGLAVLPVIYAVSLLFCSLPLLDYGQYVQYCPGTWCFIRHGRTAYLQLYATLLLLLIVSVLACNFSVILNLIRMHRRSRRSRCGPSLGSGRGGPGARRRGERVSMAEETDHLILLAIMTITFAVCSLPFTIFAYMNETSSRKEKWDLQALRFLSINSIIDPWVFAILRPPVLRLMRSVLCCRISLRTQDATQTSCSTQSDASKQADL
CHOP inh = inhibitors of CHOP induction in ER stress response; CHO-K1 CHOP-promoter luciferase, tunicamycin-induced, 15-18 h; inhibition, % at 10 µM; 220,000 compounds, 3.8% hits; AID 2732;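 active means compounds that reduced the stress-induced luciferase reporter signal by more than about 70% of percent inhibition, limit read from the data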;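 further: 0% = tunicamycin plus vehicle and 100% = wells without tunicamycin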
L929 necroptosis = L929 zVAD cell death inhibition; L929 zVAD necroptosis rescue, ATP luminescence, 24 h; with zVAD 60 µM; viability rescue, % at 10 µM; 220,000 compounds, 0.38% hits; AID 1377;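 active means activation, scaled between plate controls, above about 75%, limit read from the data; inactive means activation under that limit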;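 further: 0% = zVAD with DMSO and 100% = DMSO alone without zVAD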
FXIa inh = blocks human coagulation factor XIa protease activity; P03951; 220,000 compounds, 0.14% hits; inhibition, % at 5 µM; purified FXIa, Boc-Glu-Ala-Arg-AMC fluorogenic substrate;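 active means inhibition of at least 40%; inactive means inhibition below 40%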;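 further: fluorescence of freed AMC excited at 355 nm; 0% = enzyme without compound and 100% = no enzyme blank; many of its hits are not listed in these tables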
Starred values were filed as active, the others as inactive; x = not tested or not shown; & = joins results of further samples; [ ] = remark or other dose.

SMILES	TNF necrop inh	PPC-1+TRAIL kill	FXIIa inh 1536	Tb hexokinase	Wee1 degr inh	EP2 antag	CHOP inh	L929 necroptosis	FXIa inh
COc1ccc(C(C(=O)NC2CCCCC2)N(C(=O)c2ccco2)c2ccc(-n3cnnn3)c(C)c2)cc1 (stereo unspecified)	0.9	x	x	-7	1	2	x	0.0	x
CCC(=O)NCCc1nc2ccccc2n1CC(=O)c1ccccc1	1.2	-15	13	-3	-1	9	-5	1.9	7
Cc1cccc(Oc2nc(CN3CCOCC3)nc3sc4c(c23)CCCC4)c1	1.3	18	14	8	-3	15	61	1.7	5
COc1cccc(/C=N/NC(=O)c2ccc3nc[nH]c3c2)c1O	-0.5	12	7	-22	0	5	33	1.1	2
CSc1nc2ccc3nc(NC(=O)c4ccc(Cl)s4)sc3c2s1	1.1	4	-2	-16	-3	14	66	1.4	-10
CCOC(=O)COc1ccc(S(=O)(=O)Nc2ccc(C)cc2)cc1	-0.5	26	5	0	-1	21	26	1.1	-25
CCS(=O)(=O)c1ccc2oc(Nc3cc(C)cc(C)c3)nc2c1	1.0	14	6	3	0	8	-30	0.1	-2
Cc1cccc(NS(=O)(=O)c2cccs2)c1	8.3	38	-15	0	2	11	31	0.9	-7
O=C(Nc1ccc(Cl)c([N+](=O)[O-])c1)c1ccncc1	0.5	-3	8	14	2	11	-2	0.5	-8
O=C1C(c2ccnc3ccccc23)=C(O)c2ccccc21	-0.9	84*[5 µM]	12	0	3	8	67	53	4
O=C(/C=C/c1ccccc1)c1ccoc1	-0.2	13	-8	-6	-2	5	-29	-0.2	-11
C=CCOC(=O)C1=C(C)NC(=O)NC1c1ccc(OC(=O)c2ccco2)c(OC)c1 (stereo unspecified)	-1.3	16	-10	5	-3	15	37	-0.4	-3
CC(=O)N1C(C)c2ccccc2C(C)(C)CC12CCCCC2 (stereo unspecified)	0.8	31	3	-8	2	11	40	-0.8	4
CN1CCN(CCCN(Cc2ccco2)C(=S)Nc2ccc(Cl)cc2)CC1	1.3	5	11	11	-3	3	12	-0.9	1
CCOc1ccc(C(CC(=O)O)NC(=O)C23CC4CC(CC(C4)C2)C3)cc1 (stereo unspecified)	2.6	20	-15	-4	2	1	-8	1.9	-13
C/C(=N/NC(=S)Nc1cccc(C)c1)c1cccc([N+](=O)[O-])c1	0.3	7	4	2	6	8	-84	-0.8	-3
CCCC(c1nnnn1CS(=O)(=O)c1ccc(C)cc1)N1CCN(c2ccc(F)cc2)CC1 (stereo unspecified)	0.6	22	2	-2	0	15	30	1.0	0
Cc1nn(C)cc1-c1n[nH]c(=S)n1-c1ccc(Cl)cc1	0.3	20	8	-11	-1	17	-7	0.8	6
N#C/C=C1/NC(=O)c2ccccc2S1	0.6	20	-14	-13	-1	8	32	-2.2	-11
CCN1CCCC1CNC1=NCCCCC1 (stereo unspecified)	0.5	7	15	-1	2	3	-3	1.1	2
COc1ccc(N2CCN(c3ccc([N+](=O)[O-])cc3Cl)CC2)cc1	0.6	10	4	2	-3	9	12	-0.3	-4
O=C(/C=C/c1ccccc1[N+](=O)[O-])NCCCn1ccnc1	0.3	16	10	-7	-3	5	11	0.3	8
N#C/C(=C(\O)c1ccco1)c1ccccn1	29	10	18	-16	3	17	-15	105*	2
O=[N+]([O-])c1ccc(/C=N/Nc2nc(N3CCCCC3)nc(N3CCCCC3)n2)o1	-4.6	9	27	-16	1	4	55	-0.3	9
CCN(CC)CCN(Cc1cc2cc(C)ccc2[nH]c1=O)C(=S)NCc1ccco1	4.8	8	14	6	2	9	9	0.3	8
Cc1ccc(-c2csc(Nc3ccc(C(=O)O)cc3)[n+]2Cc2ccccc2)cc1	-1.9	16	1	13	0	4	32	1.3	7
CCOc1c(O)ccc(/C=C2\SC(=S)NC2=O)c1[N+](=O)[O-]	0.9	3	6	-9	-1	6	-7	0.8	3
CCOC(=O)c1cc(NC(=O)CC(C)(C)CC(=O)O)ccc1N1CCCCC1	-0.3	-1	3	-19	0	10	28	0.7	0
Cc1cccc(C)c1N=Cc1c(O)n(-c2nccs2)c(=O)c2ccccc12	2.4	0	7	-12	6	5	57	0.7	-5
COc1ccc(NC(=O)CSc2nc3[nH]ncc3c(=O)n2-c2ccccc2C)cc1OC	-0.9	39	10	6	-3	9	41	x	9
Cc1ccc(NC(=O)CSc2nnc(-c3ccccc3C)o2)cc1C	-11	0	3	-1	0	14	70*	-0.1	-5
CCCCOc1ccc(CNC(=O)NS(=O)(=O)c2ccc(OCC(C)C)cc2)cc1	0.6	5	19	6	2	7	52	0.4	-2
Nn1c(SCc2ccc(F)cc2)nnc1-c1ccccn1	4.0	4	3	-1	5	15	-7	0.0	4
CN(C)S(=O)(=O)c1cccc(C(=O)Nc2cc(Cl)ccc2O)c1	-1.0	14	9	-6	4	14	38	-0.1	9
Cc1ccc(S(=O)(=O)N(C)C)cc1NC(=O)c1ccc(OC(F)(F)F)cc1	-0.6	11	2	-4	-1	8	-9	1.5	-4
O=C(CSc1nc2c(cnn2-c2ccccc2)c(=O)[nH]1)N1N=C(c2cccs2)CC1c1ccc(F)cc1 (stereo unspecified)	-1.2	-19	12	2	3	15	30	x	8
CCc1nc2ccc(C(=O)O)cc2nc1CC	0.2	-4	-5	34	-2	9	18	0.7	-6
CC(C)n1cnc2c(N(C)c3ccccc3)nc(N(CCN(C)C)Cc3ccccc3)nc21	-11	2	5	7	x	7	19	-2.6	-4
O=C(Nc1cccc(C(=O)N2CCN(c3ccc(F)cc3)CC2)c1)c1ccccc1	1.4	18	11	9	1	0	7	-0.2	9
CCOC(=O)C1(S(=O)(=O)c2ccc(Cl)cc2)CCN(Cc2ccc(C)cc2)CC1	-0.6	27	15	-296	-2	3	74*	0.0	8
O=c1c2ccccc2c(=O)n(Cc2ccccc2)n1Cc1ccccc1	-2.0	-16	14	5	1	3	53	-0.3	7
Cc1nn(C)cc1C(=O)NNC(=S)Nc1ccccc1	-2.3	3	16	-7	-1	17	-12	-0.1	7
CCOc1ccc(N(CC(=O)OC)S(=O)(=O)c2c(C)noc2C)cc1	0.1	3	12	-2	-1	14	28	0.4	3
CCCCSc1nc(C)cc(SCC(=O)N/N=C/c2ccccc2)n1	0.2	x	4	11	1	5	11	-0.1	-9
CC1=C(C(=O)OCCOc2ccccc2)C(c2ccsc2)NC(=O)N1C (stereo unspecified)	1.1	-4	38	3	-2	5	-4	0.6	54*
O=C(O)c1ccc(S(=O)(=O)c2ccc3c(c2)C(=O)N(CC2CCCO2)C3=O)cc1 (stereo unspecified)	-0.3	2	5	-7	-2	12	25	1.2	-18
CCCSc1nnc2nc3c(nn12)c1ccccc1n3C	-0.7	4	5	-12	-1	8	-39	0.3	-4
COc1ccc(Oc2cc(C(F)(F)F)nc(N(C)C)n2)cc1	-4.8	2	x	-1	-1	7	31	1.6	-4
Cc1ccc(NCC(=O)Nc2c(C)n(C)n(-c3ccccc3)c2=O)cc1S(=O)(=O)N(C)C	-1.4	25	12	-6	0	7	4	0.1	0
Cc1ccc(NC(=O)CN(C)S(=O)(=O)c2cccc3cccnc23)cc1	-1.3	5	28	2	0	17	19	-0.4	19

Random excerpt: 2 entries already listed
SMILES	TNF necrop inh	PPC-1+TRAIL kill	FXIIa inh 1536	Tb hexokinase	Wee1 degr inh	EP2 antag	CHOP inh	L929 necroptosis	FXIa inh
Cc1cccc(Oc2nc(CN3CCOCC3)nc3sc4c(c23)CCCC4)c1	1.3	18	14	8	-3	15	61	1.7	5
Cc1nn(C)cc1-c1n[nH]c(=S)n1-c1ccc(Cl)cc1	0.3	20	8	-11	-1	17	-7	0.8	6

Individual results from the results shown.
CCCCSc1nc(C)cc(SCC(=O)N/N=C/c2ccccc2)n1 in TNF necrop inh shows 0.2
Cc1ccc(NC(=O)CN(C)S(=O)(=O)c2cccc3cccnc23)cc1 in FXIa inh shows 19
COc1ccc(Oc2cc(C(F)(F)F)nc(N(C)C)n2)cc1 in FXIa inh shows -4

The results go on.
SMILES	TNF necrop inh	PPC-1+TRAIL kill	FXIIa inh 1536	Tb hexokinase	Wee1 degr inh	EP2 antag	CHOP inh	L929 necroptosis	FXIa inh
Cc1cccc(N2CC(C(=O)OCc3ccc([N+](=O)[O-])cc3)CC2=O)c1 (stereo unspecified)	-0.6	4	-3	-4	-1	19	3	1.5	-2
N#C/C(=C1\CCCN1)c1nc2ccccc2c(=O)[nH]1	0.1	3	-1	-46	0	21	26	1.2	4
Clc1cccc2c1Sc1ccccc1CC2N1CCNCC1 (stereo unspecified)	-0.8	17	9	18	-2	4	40	-1.8	6
O=S(=O)(N/N=C/c1ccccc1F)c1ccccc1	-0.2	3	0	-3	-1	5	-7	0.8	-4
COc1ccc(-c2c(C#N)c(SCC(=O)Nc3ccccc3)nc3c2CCCC3)cc1	0.3	x	x	-5	-3	17	x	1.6	x
C/C(=N\NC(N)=S)C1(C)CCCCC1	-14	12	2	-4	-3	10	-22	x	-3
O=c1[nH]c(SCc2ccccc2[N+](=O)[O-])nc2nc[nH]c12	-0.9	20	5	-3	-1	5&12&10	17	2.0	3
CC(=O)c1cccc(NS(=O)(=O)N2CCCCC2)c1	0.7	-18	4	-1	-2	6	19	0.7	6
CC(C)CNC(=O)C1C2C=CC(C2)C1C(=O)O (stereo unspecified)	-0.1	12	21	-1	-1	5	11	0.0	-4
CC1OC2C(OC1C)N(S(C)(=O)=O)CCN2S(C)(=O)=O (stereo unspecified)	0.3	29	16	5	-2	6	-2	0.2	7
CSc1nsc(/C=C/Nc2ccc(C(=O)O)cc2)c1C#N	-1.2	-10	19	-2	-3	8	19	-1.6	29
Cc1ccc(CNS(=O)(=O)c2ccc3oc(C(=O)O)c(C)c3c2)cc1	0.6	-19	16	44	1	10	0	0.2	3
O=C(O)c1ccc(-n2cc(-c3cc4ccccc4oc3=O)[nH]c2=S)cc1	3.4	18	-8	-11	2	8	-26	1.0	-4
O=C(NC(=S)Nc1ccccc1Cl)c1cncc(C#Cc2ccccc2)c1	-2.2	-10	11	-16	6	6	-8	0.1	8
Cc1ccc(S(=O)(=O)N2CCC(=O)N(C(COCc3ccccc3)C(C)C)CC2)cc1 (stereo unspecified)	-1.0	21	10	-2	-1	13	13	1.1	2
Cc1nnc2ccc(-c3ccc(NC(=O)c4ccco4)cc3)nn12	-1.2	26	5	-19	3	6	6	1.6	4
Cc1cccc(Cc2nnc(CCC(=O)N3CCCCC3c3nccs3)o2)c1 (stereo unspecified)	-0.2	-3	12	2	2	6	-4	0.6	0
CCOC(=O)c1ccccc1NC(=O)c1ccc2c(=O)n3c(nc2c1)CCCCC3	-2.9	x	x	-19	0	10	x	1.4	x
CCC(CC)C(=O)c1c[nH]c(C(=O)O)c1	0.1	-18	9	9	1	6	-5	-3.1	6
O=C1CC(c2cc([N+](=O)[O-])ccc2Cl)c2c(ccc3ccccc23)N1 (stereo unspecified)	-4.0	21	9	-8	1	9	56	0.5	3
Cn1c(SCC(=O)Nc2ccc3c(c2)OCCO3)nnc1-c1ccccn1	1.0	16	0	12	-3	7	7	2.0	-14
CCN(C(=O)COC(=O)CNC(=O)c1ccc(C)c(C)c1)C1CCS(=O)(=O)C1 (stereo unspecified)	-0.1	18	7	28	-3	6	22	0.9	7
CCCC/C=C/C(NC(=O)CCc1ccccc1)c1ccccc1 (stereo unspecified)	0.4	22	7	1	-1	4	28	3.0	-3
CCN(CC)C(=O)C(=O)Nc1cc(C(F)(F)F)ccc1Cl	1.0	-26	14	2	-2	10	-14	0.4	6
Nc1cc(N)nc(SCC(=O)NCC2CCCO2)n1 (stereo unspecified)	-2.6	-1	15	-6	3	0&6	12	0.0	4

An excerpt, so the mix of outcomes need not match the whole.
